From PubChem BioAssay
KCNK3 inh: human KCNK3 channel inhibitors, primary screen, CHO cells, FluxOR thallium flux, B-score. FluxOR fluorescence; active compounds read low. 0.84% of 340,000 active. B-score at 10 µM. Potassium channel subfamily K member 3 (Homo sapiens), O14649;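 active = B-score under library mean minus 4 SD, starting fluorescence ratio at most library mean plus 5 SD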;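 also: more negative B-score means stronger inhibition of thallium flux through KCNK3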
Target sequence (O14649 whole entry, looked up): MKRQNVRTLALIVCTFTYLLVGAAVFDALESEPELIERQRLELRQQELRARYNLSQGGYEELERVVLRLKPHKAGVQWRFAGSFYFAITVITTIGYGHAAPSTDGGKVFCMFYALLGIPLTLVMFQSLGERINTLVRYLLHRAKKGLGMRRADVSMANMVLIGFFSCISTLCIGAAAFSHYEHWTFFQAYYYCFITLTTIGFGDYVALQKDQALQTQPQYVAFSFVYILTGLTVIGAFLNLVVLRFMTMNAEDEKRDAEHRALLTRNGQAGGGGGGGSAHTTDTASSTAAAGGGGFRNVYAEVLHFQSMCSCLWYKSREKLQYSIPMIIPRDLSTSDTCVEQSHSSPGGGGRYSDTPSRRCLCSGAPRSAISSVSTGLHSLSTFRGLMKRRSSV
ANO1 activ: TMEM16A chloride channel activators or potentiators, primary screen, cell-based, HTS; HEK293 TMEM16A/YFP-H148Q/I152L, iodide quench fluorescence; active compounds read low; 0.3% of 340,000 active; AID 623877, 2012; B-score at 10 µM;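 active = fluorescence-ratio B-score plate-corrected deviation score at least 3 library SD below zero, with starting fluorescence score within 5 deviations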;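 also: channel opened by trigger with iodide after compound preincubation; score built on the fluorescence ratio of max minus min over baseline; more negative score means more quench and so TMEM16A activation or potentiation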
* marks the source's active call; other numbers are inactive results; i = inactive. These rows are one share of the data; count on the stated rates, not on these rows.

cpd	Molecule	KCNK3 inh	ANO1 activ
1	CC1=CC(C)(C)N(C(=O)CSc2nnc(N)s2)c2c(C)cc(C)cc21	i	i
2	C[C@@H]1O[C@@H](OC[C@@H]2O[C@H](Oc3c(-c4ccc(O)cc4)oc4cc(O)cc(O)c4c3=O)[C@@H](O)[C@H](O)[C@H]2O)[C@H](O)[C@H](O)[C@H]1O	i	i
3	CC(=O)Nc1ccccc1-c1ccccc1[N+](=O)[O-]	i	i
4	COc1ccc(CCNC(=O)COC(=O)c2cnc(Cl)c(Cl)c2)cc1	i	i
5	CC1CCC2(CC1)NC(=O)N(CC(=O)NCc1ccc(Cl)cc1)C2=O (configuration not stated)	i	i
6	COc1ccc(N=C2c3ccccc3-c3ccc([N+](=O)[O-])cc32)cc1	i	i
7	CC1(C)O[C@@H]2[C@H](O1)[C@@H](CO)O[C@H]2n1ccc(=O)[nH]c1=O	i	i
8	CON(C)C(=O)CC1(CN(Cc2ccccc2)C(=O)OC(C)(C)C)CCCCC1	i	i
9	CCOC(=O)c1c(C)[nH]c(C)c1C(=O)COC(=O)c1cccs1	i	i
10	O=C1C=C(c2ccc(F)cc2OCc2ccccc2)C[C@@H](c2ccc(Cl)cc2)C1	i	i

The list goes on, overlapping the part above by 4 compounds.
cpd	Molecule	KCNK3 inh	ANO1 activ
7	CC1(C)O[C@@H]2[C@H](O1)[C@@H](CO)O[C@H]2n1ccc(=O)[nH]c1=O	i	i
8	CON(C)C(=O)CC1(CN(Cc2ccccc2)C(=O)OC(C)(C)C)CCCCC1	i	i
9	CCOC(=O)c1c(C)[nH]c(C)c1C(=O)COC(=O)c1cccs1	i	i
10	O=C1C=C(c2ccc(F)cc2OCc2ccccc2)C[C@@H](c2ccc(Cl)cc2)C1	i	i
11	O=C1CC(c2ccccc2)C(=O)N2C(=O)CC(c3ccccc3)C(=O)N12 (configuration not stated)	i	i
12	CCOC(=O)c1c(CSC(=N)N)n(-c2ccc(Br)cc2)c2cc(Br)c(OC(C)=O)cc12	i	i
13	CCc1sc(C(=O)Nc2cc(S(=O)(=O)N3CCOCC3)ccc2OC)cc1C	i	i
14	CCN(CC(=O)Nc1cc(Cl)ccc1C)C(=O)Cc1ccsc1	i	i
15	COc1ccc(NC(=O)CSc2nc3[nH]c(=O)cc(O)c3s2)c(OC)c1	i	i
16	COc1cc2cnc(CCO[C@H]3CCCCO3)cc2cc1OC	i	i
17	CC(=NNC(=O)c1ccncc1)c1ccc(Cl)c(Cl)c1	i	i
18	Cc1ccc(C(=O)NCc2ccc(Cl)cc2)cc1S(=O)(=O)N1CCCCC1	i	i
19	O=C(CSc1nnc(SCC(=O)NCc2ccc3c(c2)OCO3)s1)NCc1ccc2c(c1)OCO2	i	i
20	COc1ccc(C2C(C(=O)c3ccccc3)N3c4ccccc4C=CC3C2[N+](=O)[O-])cc1 (configuration not stated)	i	i

One compound at a time (already shown). Values in the order: KCNK3 inh	ANO1 activ
Profile of `COc1ccc(C2C(C(=O)c3ccccc3)N3c4ccccc4C=CC3C2[N+](=O)[O-])cc1` (configuration not stated) = i	i
Profile of `CCOC(=O)c1c(CSC(=N)N)n(-c2ccc(Br)cc2)c2cc(Br)c(OC(C)=O)cc12` = i	i
Profile of `COc1cc2cnc(CCO[C@H]3CCCCO3)cc2cc1OC` = i	i
Profile of `CCN(CC(=O)Nc1cc(Cl)ccc1C)C(=O)Cc1ccsc1` = i	i
Profile of `COc1ccc(NC(=O)CSc2nc3[nH]c(=O)cc(O)c3s2)c(OC)c1` = i	i

Carrying on:
cpd	Molecule	KCNK3 inh	ANO1 activ
21	Cc1c(NC(=O)c2cccc(NC(=O)COc3ccc(C#N)cc3)c2)c(=O)n(-c2ccccc2)n1C	i	i
22	Cc1ccc(S(=O)(=O)N2CCN(C(=O)COC(=O)c3cc([N+](=O)[O-])ccc3NCCO)CC2)c(C)c1	i	i
23	CC1CCC(CC(=O)O)(C(=O)O)CC1 (configuration not stated)	i	i
24	CC(C)(c1ccccc1)c1ccc(OCc2ccc(C(=O)O)o2)cc1	i	i
25	Cc1ccc(S(=O)(=O)Nc2c(C)n(C)n(-c3ccccc3)c2=O)cc1C(=O)NCc1ccco1	i	i
26	O=C(COC(=O)c1ccc(O)cc1)NC(=O)NCc1ccccc1	i	i
27	COc1ccc(S(=O)(=O)N2CCOCC2)cc1NC(=O)c1ccncc1	i	i
28	CCOC(=O)C1=CNS(=O)(=O)NC1c1ccccc1 (configuration not stated)	i	i
29	CC(=O)OC(C)C1C2=C(C(=O)CC1(C)O)C(=O)c1c(ccc(-c3ccc4c(c3O)C(=O)C3=C(C4=O)C(C(C)OC(C)=O)C(C)(O)CC3=O)c1O)C2=O (configuration not stated)	i	i
30	COc1ccc(CC2(c3ccccc3)NC(=O)NC2=O)cc1 (configuration not stated)	i	i
31	Oc1ccc2ccccc2c1/C=C/c1ccc2c(Br)cc(Br)c(O)c2n1	i	i
32	NC(=O)C1CCN(C(=O)C2CCN(C(=O)Nc3ccccc3)CC2)CC1	i	i
33	CCN(CC(=O)NC1CCS(=O)(=O)C1)C(=O)c1ccc(S(=O)(=O)N(CC)CC)cc1 (configuration not stated)	i	i
34	CCC(CO)Oc1cc(NCc2ccc(Cl)cc2Cl)c2ncn(C(C)C)c2c1 (configuration not stated)	i	i
35	COc1ccc(C(=O)COC(=O)CNC(=O)c2ccccc2)cc1F	i	i
36	Cn1cc[nH]c1=S	i	-13*
37	Cc1ccc(C)c(NC(=O)CN(C)C(=O)CC2OC(=O)c3ccccc32)c1 (configuration not stated)	i	i
38	CC(=O)c1ccc(OCCCC(=O)Nc2cc(S(=O)(=O)N3CCCCC3)ccc2C)cc1	i	i
39	CC(=O)Oc1ccc2ccc3ccc(C(C)=O)cc3c2c1	i	i
40	COc1ccc(S(=O)(=O)N2CCN(C(=O)CCCN3C(=O)NC4(CCCC4)C3=O)CC2)cc1	i	i
41	O=C(Nc1cc(C(F)(F)F)ccc1-n1cncn1)c1cn2ccccc2n1	i	i
42	O=C(CN1CCCCCC1)Nc1nc2ccccc2s1	i	i
43	O=C(COc1ccc(Cl)cc1)Nc1cccc(S(=O)(=O)NCc2ccco2)c1	i	i
44	O=C(COc1cc(F)ccc1[N+](=O)[O-])NCC1CCCO1 (configuration not stated)	i	i
45	CC(=O)Nc1ccc(Sc2ccc([N+](=O)[O-])o2)cc1	i	i
46	N#Cc1cccc(NC(=O)CN2C(=O)NC3(CCCCCC3)C2=O)c1	i	i
47	O=C(Nc1ccc2c(c1)nc1n2CCN(C2CCCCC2)C1)c1ccco1	i	i
48	CN1CCN(S(=O)(=O)c2cccc(C(=O)NC3(C)CCS(=O)(=O)C3)c2)CC1 (configuration not stated)	i	i
49	CC1CC(C)CN(C(=O)c2ccc3c(c2)OCCO3)C1 (configuration not stated)	i	i
50	CCOc1ccc(Cn2nnc(-c3ccc(S(C)(=O)=O)cc3)n2)cc1OCC	i	i
51	COc1cc(S(=O)(=O)NCC2(N3CCCCC3)CCCCC2)ccc1NC(C)=O	i	i
52	C[C@H](CO)N1C[C@H](C)[C@@H](CN(C)Cc2ccc3c(c2)OCO3)Oc2c(NC(=O)C3CCCCC3)cccc2C1=O	i	i
53	COc1ccc(Cl)cc1NC(=O)COC(=O)C1CC(=O)N(Cc2ccccc2)C1 (configuration not stated)	i	i
54	CCC1(C)NC(=O)N(CC(=O)N2CCC(Cc3ccccc3)CC2)C1=O (configuration not stated)	i	i
55	CCN(CC(=O)Nc1ccccc1C(F)(F)F)C(=O)CN1C(=O)NC(C)(c2ccc3ccccc3c2)C1=O (configuration not stated)	i	i
56	Cc1cccc(N=C2CCCC2C(=O)Nc2cccc(C)c2C)c1C (configuration not stated)	i	i
57	CCOc1ccccc1/C=N/NC(=O)C[n+]1ccccc1	i	i
58	O=C(COC(=O)COc1ccccc1[N+](=O)[O-])Nc1ccc2c(c1)OCO2	i	i
59	O=c1c2ccccc2ncn1CCc1ccncc1	i	i
60	CC(C)N(CCn1c(SCC(=O)Nc2cccnc2Cl)nc2ccccc2c1=O)C(C)C	i	i
61	COc1ccc(NC(=O)c2ccc(N3CCCC3=O)cc2)cc1Cl	i	i
62	CCc1c(Nc2ccccc2Cl)nc(N)[nH]c1=O	i	i
63	CCOc1ccccc1-c1c2cc(O)c(=O)cc-2oc2cc(O)c(O)cc12	i	i
64	CN(CC(=O)Nc1cccc(F)c1)C(=O)CN1C(=O)NC2(CCCC2)C1=O	i	i
65	CC1CCCC(C)N1C(=O)CN1c2cccc3cccc(c23)S1(=O)=O (configuration not stated)	i	i
66	Cc1c(C(=O)OCC(O)=C(C#N)c2nc3ccccc3[nH]2)oc2ccc(Br)cc12	i	i
67	O=C(C[C@H]1C/C=C\C[C@@H](Cc2ccc(F)cc2)C(=O)OC[C@H]2CCCN2C1=O)NCCO	i	i
68	Cc1nc(SCc2nc3ccc(Br)cc3[nH]2)c2oc3ccccc3c2n1	i	i
69	CC(=NO)c1ccc2c(c1)C(=NO)c1ccccc1-2	i	i
70	Cc1ccc(NC(=O)c2cccc(C(F)(F)F)c2)cc1NC(=O)c1[nH]cnc1C(N)=O	i	i

More results:
cpd	Molecule	KCNK3 inh	ANO1 activ
71	Clc1cc(Cl)c(Cl)c(Cl)c1Cl	i	i
72	O=C(O)CC(C(=O)O)C(c1ccccc1)c1ccccc1 (configuration not stated)	i	i
73	CCOC(=O)C1CCCN(C(=O)c2ccc(C(=O)c3ccccc3)cc2)C1 (configuration not stated)	i	i
74	CC1(C)CC(NC(=O)c2ccccc2NS(=O)(=O)c2ccc(Br)cc2)CC(C)(C)N1	i	i
75	COc1ccc(S(=O)(=O)N2CCOCC2)cc1NC(=O)CN1C(=O)NC2(CCCCC2C)C1=O (configuration not stated)	i	i
76	O=C(CNC(=O)c1cc(S(=O)(=O)N2CCOCC2)ccc1N1CCCC1)Nc1ccc(F)c(F)c1	i	i
77	CC(OC(=O)c1cccc(NS(C)(=O)=O)c1)C(=O)Nc1ccc2c(c1)OCO2 (configuration not stated)	i	i
78	Cc1ccc2c(c1)C(=O)N1[C@H]3c4ccccc4OC[C@@H]3[C@H](c3ccccc3)[C@]1(C)C(=O)N2	i	i
79	CCCN(CC(=O)Nc1ccccc1C)C(=O)C1CC(=O)N(c2ccccc2C(C)CC)C1 (configuration not stated)	i	i
80	COc1cc(OC)c2c(c1)OC(=O)CC2c1cc(OC)c(OC)c(OC)c1 (configuration not stated)	i	i
81	Cc1ccc(S(=O)(=O)NC(=O)Nc2cccc(S(=O)(=O)N(C)C)c2)cc1	i	i
82	C=C[C@@H]1c2cccc(C)c2N(S(=O)(=O)c2ccc(C)cc2)[C@H](c2ccc(OC(C)=O)cc2)C1(C#N)C#N	i	i
83	O=C(C[C@H]1C/C=C\C[C@@H](NC(=O)OCC2c3ccccc3-c3ccccc32)C(=O)O[C@@H](c2ccccc2)CNC1=O)N[C@H](CO)Cc1ccccc1	i	i
84	CCCCn1c(N)c(N(CC(C)C)C(=O)COc2cc(C)ccc2Cl)c(=O)[nH]c1=O	i	i
85	S=C(NN=Cc1ccc2c(c1)OCO2)NN=Cc1ccc2c(c1)OCO2	i	i
86	CCOc1ccc(S(=O)(=O)N2CCN(C(=O)COc3ccc(Br)cc3)CC2)cc1	i	i
87	CC1=CCC[C@H]2[C@H](C1)C(=O)C[C@@H](C)[C@]2(C)CC/C(=C/CO)CO	i	i
88	Cc1ccc(S(=O)(=O)N2CCN(C(=O)COC(=O)CCOc3ccccc3)CC2)c(C)c1	i	i
89	Cc1ccc(NS(=O)(=O)c2cc(C(=O)N3CCN(CCO)CC3)ccc2C)cc1	i	i
90	CC(NC(=O)CN1C(=O)NC(C)(C2CC2)C1=O)c1ccc(F)cc1 (configuration not stated)	i	i
91	CCC(CO)Oc1cc(NCc2cccc(O)c2)c2ncn(C(C)C)c2c1 (configuration not stated)	i	i
92	COc1cc2cc(CCCOC(=O)c3cccc(Br)c3)oc(=O)c2cc1OC	i	i
93	Cc1cc(=O)[nH]c(SCC(=O)Nc2ccc3c(c2)CCC3)c1C#N	i	i
94	O=C(Nc1ccc(F)c(Cl)c1)C1CCCN(C2=NS(=O)(=O)c3ccccc32)C1 (configuration not stated)	i	i
95	Cc1ccc(C(=O)OC(C)C(=O)Nc2ccc(Cl)cn2)s1 (configuration not stated)	i	i
96	N#CCCN(C(=S)NC(=O)C1CCCCC1)c1ccccc1F	i	i
97	CCOC(=O)C1C(=O)C(=O)N(C(C)C)C1C(=O)OCC (configuration not stated)	i	i
98	O=c1oc2ccccc2c(O)c1Sc1c(O)c2ccccc2oc1=O	i	i
99	Cc1nnc(SCC(=O)N(C)C2CCCCC2)n1C	i	i
100	O=C(COC(=O)c1c(F)cccc1F)Nc1ccc(N2CCCCC2)cc1	i	i
101	COC(=O)c1cc(Cl)cc2c(CCO)c[nH]c12	i	i
102	CC(=O)Nc1ccc(NC(=O)c2ccc(S(=O)(=O)N(C)c3ccccc3)cc2)cc1	i	i
103	O=C(COC(=O)c1ccc2ccccc2c1O)NCc1ccccc1	i	i
104	COc1cc(N)c2ncsc2c1	i	i
105	O=C(CSc1cccc[n+]1[O-])Nc1cc(Cl)ccc1[N+](=O)[O-]	i	i
106	CC(=O)N1c2cc3ccccc3cc2N(C(C)=O)c2cc3ccccc3cc21	i	i
107	CC(=O)c1cc2c(cc1NC(=O)Cn1cnc3ccccc3c1=O)OCO2	i	i
108	C=C(C)C(=O)OCC(C)C	i	i
109	C=C(C)C(=O)Nc1nnc(-c2ccccc2C)s1	i	i
110	COc1ccc(C(=O)COC(=O)CNC(=O)c2ccc(C)s2)c(OC)c1	i	i
111	CN(CC(=O)Nc1ccc(S(=O)(=O)N2CCOCC2)cc1)Cc1ccc(F)cc1	i	i
